Bioassay records deposited in PubChem by several laboratories.
FBA Mtb inh: inhibitors of M. tuberculosis fructose-bisphosphate aldolase. P9WQA3. inhibition, % at 1 µM. hit rate 2.3% among 360,000. AID 588726. purified M. tuberculosis FBA, fluorescence read-out; in the data active = inhibition above about 27%;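 note: 0% = vehicle and 100% = reference inhibitor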
Target sequence (P9WQA3 whole entry, looked up): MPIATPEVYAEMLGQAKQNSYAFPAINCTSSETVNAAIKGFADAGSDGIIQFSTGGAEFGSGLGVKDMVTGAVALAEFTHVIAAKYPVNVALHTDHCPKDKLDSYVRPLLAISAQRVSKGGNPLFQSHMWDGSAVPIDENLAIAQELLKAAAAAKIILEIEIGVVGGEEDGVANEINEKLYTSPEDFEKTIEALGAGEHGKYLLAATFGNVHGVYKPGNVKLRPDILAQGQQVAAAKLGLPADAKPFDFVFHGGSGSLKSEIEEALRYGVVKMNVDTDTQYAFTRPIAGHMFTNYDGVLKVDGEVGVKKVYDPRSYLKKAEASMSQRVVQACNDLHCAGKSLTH
GDH-TPI counter: inhibits GDH-TPI coupling enzymes, artifact for Mtb FBA screen; inhibition, % at 4.8 µM; GDH-TPI coupled enzyme counterscreen, NADH absorbance; hit rate 1.2% among 360,000; AID 588335; in the data active = inhibition above about 30%;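 note: 0% = DMSO wells and 100% = wells lacking the enzyme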
TcdB GH inh: TcdB glycohydrolase inhibition; inhibition, % at 9.99 µM; TcdB glycohydrolase enzymatic assay, plate reader; hit rate 0.24% among 350,000; AID 652162; in the data active = inhibition above about 10%
PfHsp40 rescue: restores yeast growth despite PfHsp40 toxicity; growth rescue, % at 12.5 µM; S. cerevisiae expressing PfHsp40, growth rescue, ATP luminescence; AID 504582; hit rate 0.68% among 340,000; in the data active = growth rescue above about 28%, passing the limit was not always enough;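 note: yeast W303a lacking pdr1 and pdr3 grown in galactose medium; growth measured after three days at 30 °C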
Mtb BioA inh: inhibitors of Mycobacterium tuberculosis BioA enzyme; AID 602481; hit rate 0.096% among 360,000; purified M. tuberculosis BioA enzyme, plate reader; inhibition, % at 9.99 µM; in the data active = inhibition above about 40%
Mtb UGM inh: blocks M. tuberculosis UGM enzyme. P9WIQ1. purified UGM, fluorescence polarization probe displacement. inhibition, % at 10 µM. hit rate 0.06% among 320,000. AID 504406; in the data active = inhibition above about 10%, passing the limit was not always enough
Target sequence (P9WIQ1 whole entry, looked up): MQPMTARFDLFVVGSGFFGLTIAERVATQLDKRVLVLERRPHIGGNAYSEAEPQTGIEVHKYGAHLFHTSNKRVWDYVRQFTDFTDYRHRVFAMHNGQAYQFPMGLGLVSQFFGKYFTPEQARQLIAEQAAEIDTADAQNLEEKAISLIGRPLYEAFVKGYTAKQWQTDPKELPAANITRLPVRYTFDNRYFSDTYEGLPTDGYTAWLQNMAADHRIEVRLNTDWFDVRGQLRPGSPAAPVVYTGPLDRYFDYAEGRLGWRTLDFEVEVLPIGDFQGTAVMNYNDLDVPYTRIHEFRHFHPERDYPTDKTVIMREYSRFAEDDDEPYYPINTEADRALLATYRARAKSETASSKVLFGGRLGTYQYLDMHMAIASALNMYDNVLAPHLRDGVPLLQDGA
BH1578 lux ind: inducers of Vibrio cholerae quorum light production without autoinducers; hit rate 0.16% among 350,000; V. cholerae BH1578 lux reporter, luminescence, 6 h; activation, % at 18.7 µM; in the data active = activation mostly above about 9.7%, no sharp cut-off; note: not every result past the cut was called active; inactives centre near 0; reference of the scale not given here
Yp Topo-I inh: Y. pestis Topo-I inhibition via cleavage products. Y. pestis Topo-I cleavage product accumulation, plate reader. activity, % at 10 µM. hit rate 0.064% among 360,000. AID 504884; in the data active = activity above about 50%, passing the limit was not always enough; note: inactives centre near 2
FadD28 FP inh: inhibitors of Mycobacterium tuberculosis FadD28 bisubstrate binding; FadD28 bisubstrate probe binding, fluorescence polarization; inhibition, % at 12.5 µM; hit rate 0.22% among 360,000; in the data active = inhibition above about 8.5%, passing the limit was not always enough
* = called active by the depositor; i = inactive; · = no result given.

Every second line gives: FBA Mtb inh, GDH-TPI counter, TcdB GH inh, PfHsp40 rescue, Mtb BioA inh, Mtb UGM inh, BH1578 lux ind, Yp Topo-I inh, FadD28 FP inh
O=C(Nc1cccc(F)c1)c1ccc(S(=O)(=O)N2CCCC2)cc1
  1, 0, 2.2, -0.6, 16, 0.2, -0.2, -6, -2.2
C=CCn1c(SCC#N)nc2ccccc2c1=O
  -1, -1, ·, -1.5, 1.1, -1.5, i, 1, -0.6
COc1ccc(C(C(=O)NC2CCCC2)N(CC2CCCO2)C(=O)Cc2cccs2)cc1OC (stereo not drawn)
  1, 12, 0.0, 0.7, ·, 0.7, i, 9, -0.8
CN1CCN(c2ccc([N+](=O)[O-])cc2C(=O)Nc2ccccc2)CC1
  -1, 6, 0.6, 0.5, ·, 0.5, -0.5, -7, -0.9
CCc1cccc2c(C(=O)COC(=O)c3c(C)noc3C)c[nH]c12
  -1, 6, 0.7, 0.3, 0.5, 1.2, -1.5, -4, 1.1
COc1ccc(S(=O)(=O)CC(=O)c2cc3cc(Br)ccc3oc2=O)cc1
  -7, -6, 1.5, 3.1, -0.3, 2.4, i, -6, -3.7
CCOc1ccc2nc(N(CCN(CC)CC)C(=O)c3ccc([N+](=O)[O-])cc3)sc2c1
  2, -1, -0.4, 1.1, -1.4, 2.0, -0.3, -5, -0.3
Cc1nnc(SCC(=O)N(C)C2CCS(=O)(=O)C2)n1Cc1ccccc1 (stereo not drawn)
  3, 1, -0.4, -0.3, 0.5, 0.4, -0.3, 3, -2.0
COc1ccccc1NC(=O)CSc1nnnn1C1CCCC1
  -2, 5, 0.6, 1.9, 3.0, ·, -0.5, 4, ·
O=C(CCCCl)OCc1cn(-c2ccc(Cl)cc2)nn1
  0, 3, 1.3, -1.1, ·, 3.8, -0.4, 2, 0.3
CCN1C[C@@H]2[C@@H]3C(=O)N(C)C(=O)[C@@H]3[C@](CC)(C1=O)N2C(=O)c1ccccc1
  -1, 1, 0.5, -1.9, 0.3, ·, -0.5, -5, -0.1
Cc1[nH]n(-c2ccccc2)c(=O)c1/C=N/NC(=O)c1ccc(O)cc1O
  16, 36*, 1.4, 52*, 2.1, 2.2, 1.4, -2, 0.4
COc1ccc(Br)c(C(=O)NNC(=O)c2ccc(NS(=O)(=O)c3cccs3)cc2)c1
  -3, 4, 1.0, 0.7, -1.2, -2.5, i, -7, -0.7
C/C(=N\O)C(C)(C)NC(=O)Nc1ccc(Cl)cc1
  -9, 13, ·, -0.8, ·, -0.9, -0.3, -5, -1.0
Cc1cc(C)cc(C(=O)N2CC(C)OC(C)C2)c1 (stereo not drawn)
  -3, 5, ·, 0.1, -1.1, -1.3, i, -2, -1.1

Some of the entries so far, bar-delimited:
SMILES | FBA Mtb inh | GDH-TPI counter | TcdB GH inh | PfHsp40 rescue | Mtb BioA inh | Mtb UGM inh | BH1578 lux ind | Yp Topo-I inh | FadD28 FP inh
O=C(Nc1cccc(F)c1)c1ccc(S(=O)(=O)N2CCCC2)cc1 | 1 | 0 | 2.2 | -0.6 | 16 | 0.2 | -0.2 | -6 | -2.2
C=CCn1c(SCC#N)nc2ccccc2c1=O | -1 | -1 | · | -1.5 | 1.1 | -1.5 | i | 1 | -0.6

Returning to the listing, starting two compounds before the break.
Every second line gives: FBA Mtb inh, GDH-TPI counter, TcdB GH inh, PfHsp40 rescue, Mtb BioA inh, Mtb UGM inh, BH1578 lux ind, Yp Topo-I inh, FadD28 FP inh
C/C(=N\O)C(C)(C)NC(=O)Nc1ccc(Cl)cc1
  -9, 13, ·, -0.8, ·, -0.9, -0.3, -5, -1.0
Cc1cc(C)cc(C(=O)N2CC(C)OC(C)C2)c1 (stereo not drawn)
  -3, 5, ·, 0.1, -1.1, -1.3, i, -2, -1.1
N#Cc1ccccc1OCC(=O)OCC(=O)NC1CCCCCC1
  -1, 5, -1.1, -1.0, 0.3, 0.3, i, 2, -1.2
CCc1nc2ccc(C(=O)Nc3cccc(OCC(=O)N(C)C)c3)cn2c1N(C=O)Cc1ccc(OC)cc1
  1, 0, 0.1, ·, 0.2, ·, -0.4, 13, -1.1
O=C(Nc1ccccc1C(F)(F)F)c1ccc(CN2CCC(Cc3ccccc3)CC2)cc1
  1, -3, ·, 0.8, 0.4, -3.7, 1.3, -11, -1.0
COc1ccc(C(=O)c2cc3ccc(O)cc3oc2=O)cc1
  -4, 19, 0.8, -1.5, -0.2, -0.9, -0.4, 7, 1.2
CCOC(=O)c1c(C)[nH]c(C(=O)O)c1C
  1, -1, 0.8, 0.7, 0.8, 3.2, ·, 1, 0.0
NS(=O)(=O)c1ccc(CNC(=S)NCc2ccc(Cl)cc2)cc1
  0, 4, ·, -1.9, 0.5, 0.2, -2.7, -6, -3.5
O=S(=O)(NCC1CCN(S(=O)(=O)c2ccccc2)CC1)c1ccccc1
  0, -14, ·, -2.0, 0.3, -0.6, i, 6, -5.8
CC(=O)N1CCN(C(=O)c2oc3ccccc3c2C)CC1
  -2, 7, 2.4, 1.8, -0.4, 0.1, i, 6, -0.2
CCOC(=O)c1ccc(CN2CCCC(C)(C(=O)NCCOC)C2)cc1 (stereo not drawn)
  0, -1, -1.2, ·, 1.3, ·, -0.7, -1, -1.8
CCOC(=O)CN1C(=O)CC(c2ccc([N+](=O)[O-])cc2)C1=O (stereo not drawn)
  2, 1, 0.9, 0.8, -3.3, -2.1, -0.5, -2, -3.5
COc1ccc(/C=C/c2c([N+](=O)[O-])c(=O)n(C)c(=O)n2C)c(OC)c1
  4, 4, 2.7, -0.2, 0.2, 1.9, i, 3, -2.8
COc1ccc(NS(=O)(=O)c2c(C)[nH]c(=O)[nH]c2=O)c(OC)c1
  -2, -5, ·, -0.6, 1.3, -0.9, 0.1, 2, -5.0
CCCCNC(=O)C1(C)CCN1C(=O)c1cc(C)n(C(C)(C)C)n1 (stereo not drawn)
  -3, 0, 1.1, ·, 0.8, ·, i, -1, -4.1
C/C(=N\Nc1cc(-c2ccccc2)nc(-c2ccccc2)n1)c1ccc(O)c(C)c1
  0, 17, -9.0, 2.0, -1.1, 1.9, 0.1, -19, -2.8
O=c1cc2c(n[nH]1)CCCC2
  -1, 3, ·, 1.1, -2.0, 1.1, -0.4, 4, -1.2
O=C(c1ccccc1F)N1CCN(c2ccc([N+](=O)[O-])c(N3CCOCC3)c2)CC1
  -12, 3, 0.4, 0.3, ·, 1.5, i, 15, -1.7
C(=N\Nc1nccc(-c2cccnc2)n1)/c1ccccc1
  2, 11, 1.0, ·, 3.4, -3.4, i, -11, -0.9
Cc1ccc(OCn2c(=O)sc3ccccc32)cc1
  2, 4, 1.5, -0.6, 1.3, -0.4, -0.3, 5, 0.4
Cc1ccccc1CN1C(=O)/C(=C\c2ccc(C(=O)NCCN3CCOCC3)cc2)Sc2ccccc21
  2, 7, 0.0, -1.6, -1.1, 1.4, -0.3, 39, -5.4
CCc1ccc(OC)c(S(=O)(=O)Nc2ccccc2C)c1
  0, 6, 1.7, 0.5, -1.9, 1.3, i, 9, -3.1
Cc1onc(-c2c(Cl)cccc2Cl)c1COC(=O)c1ccc(Cl)cc1
  1, -5, -0.6, 0.0, ·, 3.2, 0.3, -5, -2.1
CCOc1cc(/C=C\[N+](=O)[O-])ccc1OCC(=O)N1CCOCC1
  -4, 11, 0.2, 35*, ·, 1.8, -0.5, 17, 1.1
COC(=O)C1=C(C)N(CCCC(=O)O)C(=O)NC1c1cccc(OC)c1 (stereo not drawn)
  1, 2, 0.2, -1.6, 0.6, 0.0, -0.4, -7, -2.8
CCCc1nnc(SCC(=O)NC2CC2)n1C
  1, -4, -0.6, 0.8, ·, 1.9, -0.1, 11, -1.1
CCc1ccc(C2CC(c3cccc(OC)c3)n3nc(N)nc3N2)cc1 (stereo not drawn)
  -2, 4, 0.3, 1.5, 0.2, 0.6, -0.2, 2, -1.7
CCOC(=O)C(C)Oc1ncnc2cccc(F)c12 (stereo not drawn)
  1, 2, 0.6, 0.7, ·, -1.4, -0.3, -4, -2.3
CCc1nc2ccc(C(=O)NCc3ccc(OC)cc3)cn2c1N(C)Cc1ccc(OC)cc1
  -2, 6, -0.6, ·, -2.5, ·, 0.5, 18, 0.8
COc1ccccc1OCc1nnc(SCC(=O)NCc2ccco2)n1Cc1ccco1
  -1, 0, ·, 1.9, 0.8, 2.1, -0.2, 45, -1.4
CC(=O)c1ccc(S(=O)(=O)N(C)CC(=O)Nc2cccc(S(=O)(=O)N3CCCC3)c2)cc1
  3, 6, 4.0, -0.4, -1.4, ·, i, 12, -2.3
Cc1cc(C)c(C)c(OCCOCCN2CCOCC2)c1
  -1, 2, ·, -2.0, 1.0, -0.6, i, 3, -1.5
COC(=O)CSc1nc(N)c(C#N)c(-c2ccco2)c1C#N
  4, 13, ·, -0.9, -2.4, -0.9, 0.0, 0, -5.7
CC(C)CN1Cc2cc(-c3cccc(F)c3)ccc2-n2nncc2C1
  9, ·, 0.1, ·, 3.1, ·, ·, ·, -6.9
CCCC1(CCC)C(=O)NC(=NCc2ccccc2)NC1=O
  -1, 3, ·, -0.8, -0.8, 0.4, ·, -2, -1.2
Cc1ccc(C(=O)NCC(=O)OC(C)C(=O)Nc2ccccc2[N+](=O)[O-])s1 (stereo not drawn)
  0, 5, 4.2, -0.9, 0.0, -0.2, -2.0, -3, -3.0
O=C(O)c1ccccc1CSc1ncccc1C(=O)O
  2, -2, -2.3, 1.0, ·, 1.8, 1.6, 1, 1.6
CC(=O)OCC1OC(n2ncc(=O)n(Cc3ccccc3)c2=O)C(OC(C)=O)C1OC(C)=O (stereo not drawn)
  -4, 2, -0.1, -1.1, 3.5, 2.0, 0.0, 6, 0.5
COC(=O)c1ccc(Cn2nc(-c3ccc(C)c(C)c3)ccc2=O)cc1
  5, -7, 0.0, -1.1, -1.2, 1.4, i, 43, -4.7
O=C(Oc1ccccc1)c1cccc(N2C(=O)CCC2=O)c1
  -1, -3, ·, -0.6, 0.1, -0.4, -2.1, 5, -2.9
O=C(CN(C(=O)CCC(=O)Nc1nccs1)c1ccc(F)cc1)NCC1CCCO1 (stereo not drawn)
  -2, 9, ·, -0.5, 1.0, -0.4, -0.7, -4, -2.4
CC1(C)CC(=O)c2sc(NS(=O)(=O)c3ccc(F)cc3)nc2C1
  0, 15, 2.2, 1.0, ·, 2.0, -0.5, 4, 1.2
CC1CCCCC1NC(=O)CCNS(=O)(=O)c1ccc(Cl)cc1 (stereo not drawn)
  2, 6, 1.0, 0.4, -2.2, -0.9, -0.3, 2, -2.9
Cc1ccc(C(=O)NCCc2ccncc2)cc1
  5, -1, ·, 0.0, ·, 0.3, -1.2, 0, 0.2
COc1cccc(NC(=O)CC2(CC(=O)O)CCCC2)c1
  -2, 3, ·, 0.1, -1.9, -1.6, -0.4, -5, -4.0
COC(=O)C1=C(C(=O)OC)N2C=CC=CC2(C)C(C(=O)OC)=C1C(=O)OC (stereo not drawn)
  -7, 4, 3.3, -0.4, 1.0, 1.8, -0.7, -10, -4.5
O=[N+]([O-])c1ccc2c(c1)nc1n2CCN(C2CCCCC2)C1
  -3, -2, -0.7, 1.5, ·, -0.3, -0.4, -9, -4.1
COC(=O)c1c(N2C(=O)[C@H]3[C@@H](C2=O)[C@]2(C(=O)Nc4c(C)cc(C)cc42)N2CCC[C@@H]32)sc(C)c1C
  0, -2, 1.0, 2.0, 2.4, -0.2, -0.2, 6, -4.0
C=CC[C@@H](Cc1ccc(F)cc1)C(=O)OC[C@@H]1CCCN1C(=O)[C@@H](CC=C)CC(=O)NCCO
  0, 1, 0.6, 4.3, -3.0, -1.6, -6.7, 16, -1.0
Cc1ccc(-n2cc(CNCCCn3ccnc3C)c(-c3ccc(F)cc3)n2)cc1
  4, -3, 2.2, 0.5, 3.9, ·, -0.4, -8, -5.7
C=CCn1c(C)cc(C(=O)COC(=O)/C=C/c2ccc(OC)cc2)c1C
  -3, 5, 6.7, 2.5, 1.2, 3.6, -0.3, 39, 0.2
CCNC(=O)NC1(C(=O)Nc2ccc3c(c2)CCC3)CCCCC1
  2, 3, ·, 1.0, -1.0, -2.4, ·, 5, -2.7
Cc1c(NC(=O)C(C)C)cccc1-c1nc2ncccc2o1
  29*, 9, 1.4, -1.2, -0.1, -1.9, -2.3, 2, 0.0
N#CC(Nc1ccccc1)c1ccccc1OCc1ccccc1 (stereo not drawn)
  2, 13, ·, -0.8, ·, -5.3, -0.7, 7, -3.3
O=S1c2ccccc2Nc2ccccc21
  1, 9, 0.1, -0.2, 0.6, -1.8, -0.6, -1, -1.7

This is a random part of the collection; about 4.6% have a hit in one of these screens.
